All columns: NCI-60 one-dose screen, growth in % after 48 h at 10 µM unless noted; 100 = growth as untreated, 0 = no growth, -100 = all killed.
OVCAR-4 – OVCAR-4 ovarian cancer cells; 80,000 tested, 3.7% active; AID 1794784
OVCAR-5 – OVCAR-5 ovarian cancer. 82,000 tested, 2.9% active
CAKI-1 – CAKI-1 renal cancer; 75,000 tested, 4.7% active
ACHN – ACHN renal cancer. 81,000 tested, 4.9% active
OVCAR-8 – OVCAR-8 ovarian cancer | AID 1794782 | 81,000 tested, 4.4% active
RXF 393 – RXF 393 renal cancer cells; 77,000 tested, 6.9% active
A498 – A498 renal cancer cells; AID 1794774; 76,000 tested, 5.4% active
OVCAR-3 – OVCAR-3 ovarian cancer; 79,000 tested, 7% active; AID 1794787
* hit, by the source's call; x = not tested or not shown; & = joins results of further samples. The calls were made as follows: active = growth percent below 10; inactive = the rest.

SMILES	OVCAR-4	OVCAR-5	CAKI-1	ACHN	OVCAR-8	RXF 393	A498	OVCAR-3
CN(C)CC1(C)CC(=O)C(Br)C(C)(C)C1 (stereo not drawn)	101	100	96	102	107	108	97	119
COc1ccc(/C=C(/NC(=O)c2ccccc2)C(=O)Nc2ccc(S(N)(=O)=O)cc2)cc1	111	108	98	102	99	110	102	111
C=CCn1c(SCC(=O)Nc2ccc(C(=O)/C=C/c3cc4cc(OC)ccc4nc3Cl)cc2)nnc1-c1ccc(Cl)c(Cl)c1	102	99	79	99	87	90	95	100
COc1cccc2c(N)cccc12	84	99	x	97	100	108	120	88
Cc1ccc(/C=N/NC(=O)c2ccc3cccc(O)c3n2)cc1	110	106	84	99	101	106	x	113
O=C(C1CCCCC1C(=O)N1CCCCC1)N1CCCCC1 (stereo not drawn)	105	115	93	107	98	102	85	102
CCN(CCCNc1cc2c(c(N)c1S(=O)(=O)O)C(=O)c1ccccc1C2=O)c1ccccc1	109	107	96	103	96	108	103	111
Cc1cc(N=Nc2cc(S(=O)(=O)O)c3ccccc3c2N)ccc1-c1ccc(N=Nc2cc(S(=O)(=O)O)c3ccccc3c2N)cc1C	109	109	116	104	116	126	123	108
NS(=O)(=O)c1ccc(NC(=O)CC(=O)c2ccccc2)cc1	106	106	96	107	111	112	106	115
Cc1[nH]n(C(N)=S)c(=O)c1N=Nc1ccc(O)c(C(=O)O)c1	95	130	164	107	101	129	99	97
COc1cc(/C=C/C(C)=O)ccc1OCc1ccc(C(C)(C)C)cc1	77	87	x	87	86	88	86	100
COc1ccc2c(c1)CC[C@@H]1[C@@H]2CC[C@]2(C)C(=O)CC[C@@H]12	89	85	x	92	99	116	94	115

3 entries out of the list, arranged by heavy-atom count, ascending.
SMILES	OVCAR-4	OVCAR-5	CAKI-1	ACHN	OVCAR-8	RXF 393	A498	OVCAR-3
Cc1[nH]n(C(N)=S)c(=O)c1N=Nc1ccc(O)c(C(=O)O)c1	95	130	164	107	101	129	99	97
COc1cc(/C=C/C(C)=O)ccc1OCc1ccc(C(C)(C)C)cc1	77	87	x	87	86	88	86	100
C=CCn1c(SCC(=O)Nc2ccc(C(=O)/C=C/c3cc4cc(OC)ccc4nc3Cl)cc2)nnc1-c1ccc(Cl)c(Cl)c1	102	99	79	99	87	90	95	100

Later entries
SMILES	OVCAR-4	OVCAR-5	CAKI-1	ACHN	OVCAR-8	RXF 393	A498	OVCAR-3
O=C1C(N2CCOCC2)=Cc2cccc3cccc1c23	91	103	108	96	96	99	84	101
COc1ccc(/C=C2\C=C(c3nc4ccccc4s3)OC2=O)cc1	100	88	82	100	97	108	116	110
CC(=O)N(C)C1CCc2c(sc(NC(=O)c3ccc(C(C)(C)C)cc3)c2C(N)=O)C1 (stereo not drawn)	42	79	65	98	74	96	80	84
O=C1CC23OC(C(O)c4ccccc4N12)C1C(c2ccccc2)=NOC13 (stereo not drawn)	90	81	x	53	70	71	71	57
O=C1/C(=C/c2cc3ccccc3[nH]c2=O)CNC/C1=C\c1cc2ccccc2[nH]c1=O	102	100	110	92	102	103	102	122
Cc1cc(N(C)c2ccccc2)nc(N(C)c2ccccc2)n1	79	93	91	93	103	113	108	111
CC(C)NC(=O)OCc1c(COC(=O)NC(C)C)c(-c2ccc(Cl)c(Cl)c2)n2c1C[C@@H](O)C2	101	115	96	101	106	102	79	94
CCCCCCCCCCCC(=O)c1c(O)cc(C)oc1=O	91	x	81	87	81	80	96	77
O=C(O)c1ccc(-n2cc(CNc3cccc(F)c3)c(-c3ccc(C(F)(F)F)cc3)n2)cc1	83	105	78	73	59	90	89	78
O=C(Nc1nc(-c2ccc(Cl)cc2)cc(-c2ccccc2Cl)n1)c1ccncc1	89	100	59	89	97	71	57	97
NS(=O)(=O)c1ccc(NCCC(=O)c2ccccc2)cc1	107	105	95	105	97	120	107	108
CCCCOc1ccc(/C=N/NC(N)=S)cc1	41	93	84	92	x	86	79	63
COc1cc2cc(Sc3ccc(NC(=O)c4ccccc4)cc3)c(C)nc2cc1OC	106	116	90	105	101	95	112	100
OC1CCC2CC12 (stereo not drawn)	117	106	100	104	96	110	129	112
Cc1ncc(C(N)=O)c2c1OC(C)(C)OC2	106	107	97	100	103	102	78	114
COc1cc2c(c(OC)c1OC)C1(NCC2)C(=O)N(Cc2ccc(C)cc2)c2ccccc21 (stereo not drawn)	98	102	83	100	97	101	92	104
COc1ccc(/C=N/OCCC(=O)N2CC(C)OC(C)C2)cc1OC1CCCC1 (stereo not drawn)	102	103	100	109	103	104	x	111
CCCNC(=O)Oc1ccc(/C(=C(/C)Cc2ccc(OC)cc2)c2ccc(OCCN(C)C)cc2)cc1	76	83	96	93	84	75	x	85
Brc1cccc(/C=N/Nc2nc(N/N=C/c3cccc(Br)c3)nc(N3CCOCC3)n2)c1	54	72	15	26	37	-68*	x	42
COc1cc(-c2nc3ccccc3o2)cc(CN2CCCCC2)c1O	x	110	85	65	71	95	55	59
CCCCCCCCCCCC(=O)N(CCCC)CCCC	99	100	91	100	104	88	78	104
CC(C)c1ccc(C(=O)Nc2sc3c(c2C#N)CCC(=O)C3)cc1	-78*	11	-44*	-90*	14	-39*	25	-33*
N#Cc1c(NN)n(C2OC(CO)C(O)C2O)c2ncnc(N)c12 (stereo not drawn)	14	17	x	7.4*	0.1*	-53*	-18*	-42*
COC(=O)C1C(O)CCC2CN3CCc4c([nH]c5ccccc45)C3CC21 (stereo not drawn)	114&109	110&102	98&100	96&93	90&95	105&104	87&94	101&107

Overlap with the part before: six compounds, followed by the next part.
SMILES	OVCAR-4	OVCAR-5	CAKI-1	ACHN	OVCAR-8	RXF 393	A498	OVCAR-3
Brc1cccc(/C=N/Nc2nc(N/N=C/c3cccc(Br)c3)nc(N3CCOCC3)n2)c1	54	72	15	26	37	-68*	x	42
COc1cc(-c2nc3ccccc3o2)cc(CN2CCCCC2)c1O	x	110	85	65	71	95	55	59
CCCCCCCCCCCC(=O)N(CCCC)CCCC	99	100	91	100	104	88	78	104
CC(C)c1ccc(C(=O)Nc2sc3c(c2C#N)CCC(=O)C3)cc1	-78*	11	-44*	-90*	14	-39*	25	-33*
N#Cc1c(NN)n(C2OC(CO)C(O)C2O)c2ncnc(N)c12 (stereo not drawn)	14	17	x	7.4*	0.1*	-53*	-18*	-42*
COC(=O)C1C(O)CCC2CN3CCc4c([nH]c5ccccc45)C3CC21 (stereo not drawn)	114&109	110&102	98&100	96&93	90&95	105&104	87&94	101&107
Cc1cc(C)c(NC(=O)c2sc3nc4c(cc3c2N)C(=O)CCC4)c(C)c1	x	x	-22*	55	46	-6.7*	-7.4*	13
OCc1ccccc1	106	110	98	116	100	107	75	120
O=C(Nc1ccc([N+](=O)[O-])cc1)N1CCN(C(=O)Nc2ccc([N+](=O)[O-])cc2)CC1	100	104	93	96	100	111	77	105
CC(=O)OC(C(=O)O)c1ccccc1 (stereo not drawn)	118	105	104	106	102	112	x	120
CCN(Cc1ccccc1)c1ccc(C=O)cc1	86	93	88	92	98	89	x	98
O=c1c(CNc2ccc(S(=O)(=O)Nc3nccs3)cc2)coc2ccccc12	100	93	99	94	x	103	112	110
C=NNc1nc2ccccc2s1	113	99	93	114	106	115	110	112
COC(=O)N[C@H](C(=O)N[C@@H](Cc1ccccc1)[C@@H](O)CN(Cc1ccc(-c2ccccc2)cc1)NC(=O)[C@@H](NC(=O)OC)C(C)(C)C)C(C)(C)C	101	91	92	78	97	81	85	118
Nc1ncnc2c1ncn2C1OC(CO)C2OC21 (stereo not drawn)	109	x	106	116	99	103	85	106
COc1ccc(-c2nc3ncccn3c2/C=C/C(=O)c2cc(OC)c(OC)c(OC)c2)cc1	7.9*	x	-3.7*	20	9.6*	-24*	-21*	-24*
N#CC1=C(O)C(=O)/C(=C(\O)c2ccccc2)C1c1ccccc1 (stereo not drawn)	100	121	111	122	105	108	98	131
CN(C)c1ccc(/C=N/N=C(N)N)cc1	82	116	x	98	91	75	18	66
c1ccc2c[n+](CCCCC[n+]3ccc4ccccc4c3)ccc2c1	100	97	106	107	97	115	83	108
CNCC(O)c1cccc(O)c1 (stereo not drawn)	114	93	101	100	106	x	97	x
CC[C@H](C)[C@H]1NC(=O)[C@@H]([C@H](O)C(C)C)NC(=O)[C@@H](C)N(C)C(=O)[C@H](C)N(C)C(=O)[C@H](CC(C)C)NC(=O)[C@H](CC(C)C)N(C)C(=O)[C@H](C)N(C)C1=O	8.3*	6.9*	x	5.9*	4.1*	-18*	5.8*	6.5*
CCOC(=O)Nc1ccccc1F	104	96	97	111	106	102	110	x
CC(C)CCS(=O)(=O)O	91	107	95	103	103	99	108	117
O=C(O)c1ccc(-c2nn(-c3ccc(C(=O)O)cc3)cc2CNc2cccc(F)c2)cc1	103	103	x	104	102	110	x	103
Cc1nc2c(cnn2-c2ccccc2)c(=O)n1-c1ccc(NC(=O)c2ccccc2)cc1	47	92	67	63	62	81	89	83
CN1C(=O)C(C2=NN(c3ccc(Cl)cc3)C(c3ccc4c(c3)OCO4)C2)C(=O)N(C)C1=O (stereo not drawn)	117	117	x	101	92	104	103	106
Cc1ccc(Cc2cnc(NC(=O)/C=C/c3cccc(C)c3)s2)cc1	13	21	12	12	21	-0.2*	-5.4*	-41*
O=C(O)c1ccccc1C(=O)c1ccc(Cl)cc1Cl	107	107	96	101	96	105	93	105
COc1ccc(N=Nc2c(N)nn3c(-c4ccc(OC)cc4)ccnc23)cc1	86	112	81	81	81	81	117	106
O=C(Nc1ccccc1)c1nc(=O)[nH]c2ccccc12	97	100	89	99	101	110	110	99

Of the compounds above, 2 contain an aryl thioether with sulfur outside any ring:
SMILES	OVCAR-4	OVCAR-5	CAKI-1	ACHN	OVCAR-8	RXF 393	A498	OVCAR-3
C=CCn1c(SCC(=O)Nc2ccc(C(=O)/C=C/c3cc4cc(OC)ccc4nc3Cl)cc2)nnc1-c1ccc(Cl)c(Cl)c1	102	99	79	99	87	90	95	100
COc1cc2cc(Sc3ccc(NC(=O)c4ccccc4)cc3)c(C)nc2cc1OC	106	116	90	105	101	95	112	100

Next records
SMILES	OVCAR-4	OVCAR-5	CAKI-1	ACHN	OVCAR-8	RXF 393	A498	OVCAR-3
COc1cc(OC)c(/C=C/c2ccncn2)c(OC)c1	115	104	98	101	101	102	85	112
COc1ccc(C23N=CC4(CCC(=O)N4c4ccccc4C2O)O3)cc1 (stereo not drawn)	102	103	x	96	100	114	117	99
COc1cc(CNC(=O)/C=C/c2ccccc2)ccc1O	96	98	89	99	105	108	86	104
O=c1[nH]c2cc(Br)ccc2c(O)c1/C=N/Nc1nc(-c2ccccc2)cs1	66	99	71	73	83	101	110	85
CCN(CC)CCCC(C)Nc1nccc2c(Cl)cccc12 (stereo not drawn)	101	102	103	103	111	90	80	99
O=c1c2ccccc2nc(COc2ccccc2)n1/N=C/c1ccc(Br)cc1	101	98	91	95	105	x	121	90
Cc1ccc(-c2nc(NCCO)nc(N)c2C#N)cc1	96	109	100	97	101	97	92	107
OCc1ccccc1Cn1ccnc1	x	98	90	100	106	111	x	107
Cc1nc2ccccn2c1C(Nc1nc(-c2ccccc2)cs1)c1ccc(Br)cc1 (stereo not drawn)	76	85	77	92	81	106	69	92
CN(/N=N/N(C)c1ccccc1)c1ccccc1	107&113	117&123	101&95	107&106	92&94	113&108	97	108&110
C/C(=N\N=C1\SCC(=O)N1c1ccc(Cl)cc1)c1cc2ccccc2oc1=O	103	102	87	105	103	98	x	x
CC(CCc1ccccn1)C(=O)c1ccccc1 (stereo not drawn)	106	103	101	108	104	113	91	109
CC1=N/C(=C\c2ccco2)C(=O)N1CCc1ccc(S(N)(=O)=O)cc1	101	119	75	108	100	115	105	102
COc1ccc(/C(C#N)=C2\OC(=O)c3ccccc32)cc1OC	104	100	100	112	97	117	102	113
N#Cc1n[nH]n2c1nc(=O)c1sc(-c3ccccc3)cc12	98	99	x	101	100	117	129	105
CC[C@H](Nc1ncnc2nc[nH]c12)c1nc2cccc(NCCCCCC(=O)O)c2c(=O)n1-c1ccccc1	105	101	x	103	90	102	94	97
COc1ccc(C/C(C)=C(\c2ccc(OCCN3CCCCCC3)cc2)c2ccc(OC(=O)C3CCCCC3)cc2)cc1	72	82	87	81	69	60	80	63
O=C1/C(=C/c2ccccn2)CCc2ccccc21	104	108	85	104	109	107	78	109
N#Cc1ccc([C@H]2c3[nH]c4ccccc4c3C[C@H]3C(=O)N(CCCCCCC(=O)NO)CC(=O)N23)cc1	114	100	100	101	103	114	106	x
O=C(O)CCc1cccc(O)c1	101	117	97	111	107	106	102	116
COc1cc2c3c(n(CCCn4ccnc4)c(=O)c2cc1OC)-c1nc2c(cc1C3=O)OCO2	81	57	10	3.7*	44	x	118	48
CCCCNC1CC[C@@]2(C)[C@@H](CC[C@@]3(C)[C@H]2C(=O)C[C@H]2/C(=C(\CCC=C(C)C)C(=O)O)[C@@H](OC(C)=O)C[C@@]23C)[C@@H]1C (stereo partly drawn)	101	106	95	104	97	112	88	102
COc1ccc(/C(C)=N/N=C2C(=O)Nc3ccccc32)cc1S(N)(=O)=O	103	95	91	101	99	86	98	112
C=CCNC(=S)NNc1cc(=O)[nH]c2ccc(Br)cc12	89	96	87	96	97	108	121	106
C/C(=N\N=C(N)N)c1ccc(NC(=O)Nc2ccc(/C(C)=N/N=C(N)N)cc2)cc1	75	103	x	102	58	x	120	100
O=C(O)CN1C(=O)C2C3CCC(C3)C2C1=O (stereo not drawn)	114	98	99	101	127	112	113	106
CCN(CC)c1ccc(C=O)cc1	110	99	x	115	91	108	108	118
O=[N+]([O-])CC(O)c1ccc2ccccc2n1 (stereo not drawn)	85	104	87	90	97	106	104	96
Cc1ccc(OCCOCCOCCOCCOc2ccc(C)n(O)c2=S)c(=S)n1O	24	39	8.1*	13	9.4*	39	30	25
O=C(Nc1ccc(Cl)cc1)OCC12COCN1COC2	103	93	93	93	103	108	89	106

Screens as filed in PubChem BioAssay.
